MsrA inh – inhibitors of bovine MsrA; purified bovine MsrA, absorbance read-out; AID 651718; 0.75% of 360,000 active; inhibition, % at 15.5 µM; in the data active means inhibition above about 4.5%;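 further: 0% = vehicle wells with enzyme and 100% = reference inhibitor wells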
FAS TE block – FAS thioesterase (human) inhibition; P49327; AID 602261; recombinant FAS-TE, OMFH fluorogenic substrate, fluorescence endpoint; 0.67% of 360,000 active; inhibition, % at 15 µM;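 active means compounds whose normalised, plate-corrected inhibition of enzyme fluorescence in the single-dose primary screen is 50% or more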;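 further: 0% = DMSO with enzyme and 100% = substrate without enzyme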
Target sequence (P49327 whole entry, looked up): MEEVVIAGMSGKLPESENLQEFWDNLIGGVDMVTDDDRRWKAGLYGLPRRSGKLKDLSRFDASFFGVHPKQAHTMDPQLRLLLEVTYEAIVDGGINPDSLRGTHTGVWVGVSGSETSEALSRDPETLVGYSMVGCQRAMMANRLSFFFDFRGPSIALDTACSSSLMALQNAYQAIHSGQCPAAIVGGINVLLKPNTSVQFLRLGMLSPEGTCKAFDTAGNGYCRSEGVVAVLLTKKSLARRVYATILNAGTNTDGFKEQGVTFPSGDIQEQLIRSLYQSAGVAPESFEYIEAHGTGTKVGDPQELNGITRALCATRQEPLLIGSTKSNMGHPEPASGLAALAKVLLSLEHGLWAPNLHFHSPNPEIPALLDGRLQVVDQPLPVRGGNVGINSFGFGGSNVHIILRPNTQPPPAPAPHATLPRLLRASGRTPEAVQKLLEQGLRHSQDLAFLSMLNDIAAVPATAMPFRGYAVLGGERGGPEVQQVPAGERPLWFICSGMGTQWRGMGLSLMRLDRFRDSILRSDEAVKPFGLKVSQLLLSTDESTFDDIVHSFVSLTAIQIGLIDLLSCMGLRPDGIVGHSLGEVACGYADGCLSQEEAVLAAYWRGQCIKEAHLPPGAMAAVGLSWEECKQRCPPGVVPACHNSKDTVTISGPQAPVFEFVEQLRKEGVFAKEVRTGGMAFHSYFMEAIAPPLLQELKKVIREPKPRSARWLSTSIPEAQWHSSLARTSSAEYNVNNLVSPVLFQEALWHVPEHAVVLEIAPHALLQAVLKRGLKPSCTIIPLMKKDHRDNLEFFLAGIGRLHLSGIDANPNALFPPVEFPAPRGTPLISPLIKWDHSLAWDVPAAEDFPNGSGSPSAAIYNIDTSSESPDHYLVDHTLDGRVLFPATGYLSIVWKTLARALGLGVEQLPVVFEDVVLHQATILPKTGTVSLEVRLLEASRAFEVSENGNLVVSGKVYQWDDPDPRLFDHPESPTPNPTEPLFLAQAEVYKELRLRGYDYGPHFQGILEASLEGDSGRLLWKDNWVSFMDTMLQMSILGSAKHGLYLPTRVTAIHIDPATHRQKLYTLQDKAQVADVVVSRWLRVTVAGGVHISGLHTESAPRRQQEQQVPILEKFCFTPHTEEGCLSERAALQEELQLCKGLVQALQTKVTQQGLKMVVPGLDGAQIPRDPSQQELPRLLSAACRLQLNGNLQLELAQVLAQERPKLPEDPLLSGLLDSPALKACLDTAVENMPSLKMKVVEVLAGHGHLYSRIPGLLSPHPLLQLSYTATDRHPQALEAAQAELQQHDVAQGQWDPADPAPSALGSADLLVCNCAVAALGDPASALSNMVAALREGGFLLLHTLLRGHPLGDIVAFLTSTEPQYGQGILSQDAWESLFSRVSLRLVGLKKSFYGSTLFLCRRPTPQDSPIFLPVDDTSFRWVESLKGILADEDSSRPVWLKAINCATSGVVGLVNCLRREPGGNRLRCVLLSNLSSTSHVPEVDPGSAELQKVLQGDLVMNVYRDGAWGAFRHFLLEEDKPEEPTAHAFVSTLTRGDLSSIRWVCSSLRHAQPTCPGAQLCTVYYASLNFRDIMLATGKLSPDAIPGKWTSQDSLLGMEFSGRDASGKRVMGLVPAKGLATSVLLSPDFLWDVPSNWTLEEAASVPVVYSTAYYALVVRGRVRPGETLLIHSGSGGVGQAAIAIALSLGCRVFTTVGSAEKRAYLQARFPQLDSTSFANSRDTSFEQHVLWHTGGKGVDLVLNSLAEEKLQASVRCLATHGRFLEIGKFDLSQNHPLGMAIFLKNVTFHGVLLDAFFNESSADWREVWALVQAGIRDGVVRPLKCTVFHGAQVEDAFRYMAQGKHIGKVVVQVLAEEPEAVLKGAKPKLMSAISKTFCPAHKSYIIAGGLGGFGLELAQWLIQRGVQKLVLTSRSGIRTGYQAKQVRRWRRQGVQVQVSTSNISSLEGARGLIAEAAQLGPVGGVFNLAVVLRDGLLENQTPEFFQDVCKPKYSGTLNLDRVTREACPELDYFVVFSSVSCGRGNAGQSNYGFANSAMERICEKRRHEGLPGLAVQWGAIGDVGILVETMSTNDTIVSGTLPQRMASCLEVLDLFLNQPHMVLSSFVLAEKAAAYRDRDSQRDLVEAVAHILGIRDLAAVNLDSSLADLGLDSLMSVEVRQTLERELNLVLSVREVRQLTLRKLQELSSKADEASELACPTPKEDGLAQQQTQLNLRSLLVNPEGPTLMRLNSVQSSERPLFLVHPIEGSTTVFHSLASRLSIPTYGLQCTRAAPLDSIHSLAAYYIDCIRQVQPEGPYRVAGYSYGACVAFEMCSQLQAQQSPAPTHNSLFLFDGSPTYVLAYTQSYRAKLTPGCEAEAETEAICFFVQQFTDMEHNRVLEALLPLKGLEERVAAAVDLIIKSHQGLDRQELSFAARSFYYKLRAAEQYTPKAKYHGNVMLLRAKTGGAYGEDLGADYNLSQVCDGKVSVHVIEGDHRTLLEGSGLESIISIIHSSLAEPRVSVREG
MT1-MMP act inh – MT1-MMP (human) activation inhibition; P50281; GFP/RFP ratio change, % at 20 µM; HT1080 RFP-PRO-GFP cells, GFP/RFP ratio fluorescence, overnight; percent of plate control window, DMSO zero; 0.061% of 360,000 active;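 active means GFP/RFP ratio change of at least 30% with cell ATP level not reduced by more than half and red fluorescence within 50% of control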; further: strong numbers were not always called active
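Assay system: HT1080 RFP-PRO-GFP cells. Benchmarks: DMSO vehicle wells and RFP-L50D-GFP reporter cell wells. Times: overnight cell settling, then overnight compound exposure, 37 °C, 5% CO2. Compound: 20 µM single dose, 1% DMSO. Read-out basis: GFP/RFP fluorescence ratio.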
E coli Lon inh – inhibitors of E. coli Lon protease. P0A9M0. purified E. coli Lon protease, fluorescence polarization. inhibition, % at 7.94 µM. 0.42% of 360,000 active; in the data active means inhibition above about 13%, passing the limit was not always enough;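 further: 0% = enzyme with probe and DMSO and 100% = no enzyme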
Rpn11 inh – inhibitors of human proteasome Rpn11; O00487; human 26S proteasome, Ub4-pepOG fluorescence polarization; 20S core pre-blocked with epoxomicin; calls only at 20 µM; 0.59% of 360,000 active;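 active means inhibition at 20 µM, scaled to each plate's controls, above about 33%, limit read from the data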
MLLE-PAM2 inh – blocks PAM2 peptide binding to the PABP1 MLLE domain; P11940; GST-MLLE / FITC-PAM2 fluorescence polarization; inhibition, % at 20 µM; 0.36% of 360,000 active; AID 588489; in the data active means inhibition above about 35%, passing the limit was not always enough;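 further: plate controls were DMSO wells with GST-MLLE for no effect and wells lacking GST-MLLE protein for full effect; some results filed as inactive read as strong as hits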
CSN inh – CSN deneddylation inhibition; 0.38% of 360,000 active; Q92905; AID 651999; Purified CSN, SCF-Nedd8-OG deneddylation, fluorescence polarization; inhibition, % at 12.5 µM;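 active means pattern-corrected inhibition above about 35%, with an unprinted fluorescence ratio check between 0.5 and 1.5, limit read from the data, passing the limit was not always enough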;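 further: 0% = enzyme with substrate and 100% = substrate without enzyme; some results filed as inactive read as strong as hits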
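Material: human Csn5 produced in HEK293T cells; Input: enzyme 0.24 nM; Reagent: SCFSkp2-Nedd8OG substrate at 10 nM final; Dosing: 12.5 µM compound; Incubation: 90 min reaction at room temperature; Detection: fluorescence polarization of the substrate; Evaluation: % inhibition of substrate cleavage by Csn5; Control set: substrate-only high control, full reaction low control.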
Rin1-Abl PPI inh – human Rin1-Abl interaction inhibition. P00519+Q13671. inhibition, % at 7.35 µM. 0.4% of 360,000 active. TR-FRET Rin1/Abl binding, biochemical; in the data active means inhibition above about 5%, passing the limit was not always enough
bovine MsrA act – bovine methionine sulfoxide reductase A activation; AID 602163; 0.3% of 360,000 active; activation, % at 10.6 µM; purified bovine MsrA, absorbance read-out; in the data active means activation above about 7.5%;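 further: 0% = vehicle and 100% = reference activator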
Starred values were filed as active, the others as inactive; i = inactive; . = no result given.

A first look (2 entries):
Molecule	MsrA inh	E coli Lon inh	Rin1-Abl PPI inh	CSN inh	Rpn11 inh	bovine MsrA act	FAS TE block	MT1-MMP act inh	MLLE-PAM2 inh
COc1ccc(OC)c(C(=O)CCCCC(=O)c2cc(OC)ccc2OC)c1	0.6	-6	-3	-1	i	-1	21	4	3
COCCCN1C(=O)C(CC(=O)NC2CC2)CC(C(=O)N2CCOCC2)=C1C (stereo not given)	-0.8	-7	2	1	i	-1	-8	1	8

This part in full, from the first entry:
Molecule	MsrA inh	E coli Lon inh	Rin1-Abl PPI inh	CSN inh	Rpn11 inh	bovine MsrA act	FAS TE block	MT1-MMP act inh	MLLE-PAM2 inh
COc1ccc(OC)c(C(=O)CCCCC(=O)c2cc(OC)ccc2OC)c1	0.6	-6	-3	-1	i	-1	21	4	3
COCCCN1C(=O)C(CC(=O)NC2CC2)CC(C(=O)N2CCOCC2)=C1C (stereo not given)	-0.8	-7	2	1	i	-1	-8	1	8
Cn1nnnc1SCC(=O)Nc1ccc(Cl)c(S(=O)(=O)N2CCOCC2)c1	-0.2	5	-1	-6	i	-1	-2	1	-9
Cc1cc(C)n(-c2nnc(N3CCN(c4ccccc4)CC3)nn2)n1	-0.1	-7	0	-14	i	-7	-4	13	9
Nc1cc(Cl)nc(N/N=C/c2ccc([N+](=O)[O-])cc2)n1	2.9	4	-2	-22	i	-8	7	-1	-7
COC(=O)c1sc(N)c(C(=O)OC)c1COC(=O)[C@@H](NS(=O)(=O)c1cccc(Cl)c1)C(C)C	2.0	-5	-1	-3	i	-6	21	-14	-13
O=C(Nc1ccc(Cl)cc1)N(Cc1nnc2n1CCCCC2)c1ccccc1	1.0	-5	6	3	i	-9	-2	0	-9
CC(C)c1nccn1CCC(=O)O	-1.0	-8	6	3	i	-4	-11	8	1
Cc1cc(=O)oc2c(C)c(OC(C)C(=O)NCCCN3CCCC3=O)ccc12 (stereo not given)	0.2	-3	-3	-6	i	-2	-4	1	-6
CC(NC(=O)c1ccccc1)c1nnc(SCC(=O)NC2=NCCS2)n1C (stereo not given)	-1.2	4	-2	2	i	-2	-5	0	-3
Cc1nn(CC(=O)NCCN2CCCCCC2)c(=O)c2nn(-c3ccccc3)c(C)c12	-0.3	-6	5	5	i	-2	-2	2	4
O=c1c(-c2ccco2)[n+]([O-])c2ccccc2n1OCc1ccccn1	2.3	8	-1	1	i	-3	-7	-1	2

Complete entries as entered above. Order of screens: MsrA inh, E coli Lon inh, Rin1-Abl PPI inh, CSN inh, Rpn11 inh, bovine MsrA act, FAS TE block, MT1-MMP act inh, MLLE-PAM2 inh
Shown for `COc1ccc(OC)c(C(=O)CCCCC(=O)c2cc(OC)ccc2OC)c1` = 0.6, -6, -3, -1, i, -1, 21, 4, 3
Shown for `O=c1c(-c2ccco2)[n+]([O-])c2ccccc2n1OCc1ccccn1` = 2.3, 8, -1, 1, i, -3, -7, -1, 2
Shown for `COC(=O)c1sc(N)c(C(=O)OC)c1COC(=O)[C@@H](NS(=O)(=O)c1cccc(Cl)c1)C(C)C` = 2.0, -5, -1, -3, i, -6, 21, -14, -13
Shown for `COCCCN1C(=O)C(CC(=O)NC2CC2)CC(C(=O)N2CCOCC2)=C1C` (stereo not given) = -0.8, -7, 2, 1, i, -1, -8, 1, 8
Shown for `CC(C)c1nccn1CCC(=O)O` = -1.0, -8, 6, 3, i, -4, -11, 8, 1

Next entries.
Molecule	MsrA inh	E coli Lon inh	Rin1-Abl PPI inh	CSN inh	Rpn11 inh	bovine MsrA act	FAS TE block	MT1-MMP act inh	MLLE-PAM2 inh
COC(=O)C(C)N(C#N)c1nc(NC(C)C)nc(SC)n1 (stereo not given)	-1.8	-1	-2	5	i	-2	-5	-1	3
COc1ccc(C2=Nn3c(nnc3-c3ccccc3C(F)(F)F)SC2)cc1OC1CCOC1 (stereo not given)	2.2	-5	3	8	i	-7	6	-1	-36
COc1ccc(/C=N\NC(=O)c2ccccc2Br)cc1COc1ccc(F)cc1	0.6	-5	-1	6	i	-4	10	0	-1
COc1ccccc1S(=O)(=O)N(C)C[C@@H]1OCc2cnnn2CCCC(=O)N([C@H](C)CO)C[C@@H]1C	-0.4	-4	4	-1	i	-2	-11	5	0
CC(O)[C@H]1CNCCN1CCc1cccc(F)c1 (stereo not given in full)	-0.5	-5	1	7	i	-2	-2	1	3
CCCCn1c(N)c(N(CCOC)C(=O)c2ccco2)c(=O)[nH]c1=O	-0.4	-1	3	-4	i	-3	-7	0	8
Cc1cc(OCC(=O)NC2CC(C)(C)NC(C)(C)C2)c2c(C)cc(=O)oc2c1	-0.2	8	3	4	i	-7	-3	-1	-13
COC(=O)c1sc2cc(C(F)(F)F)cnc2c1-c1cccnc1	-0.1	8	-1	-4	i	-12	-7	-1	-6
COc1ccccc1/C=C1\SC(=O)N(CCC(=O)NNC(=O)c2ccccc2Cl)C1=O	-2.3	-1	3	-3	i	-5	-8	2	5
COc1ccc(CN2C(=O)c3cccnc3C2=O)cc1S(=O)(=O)NCc1ccc(C)o1	1.3	-3	-3	-3	i	-3	-4	-3	-8
Cc1c(Cl)cccc1Nc1nc(N)nc(CSc2nc3ccccc3s2)n1	-0.1	3	-2	-1	i	-3	23	0	3
COc1ccc(CNCC2COc3ccccc3O2)cc1 (stereo not given)	-0.5	0	1	5	i	-1	0	5	7
COc1cc(NC(=O)c2ccccc2Cl)c(OC)cc1NC(=O)CN1CCCCC1	-0.7	-1	6	2	i	0	-4	3	7
Cc1cc2c(cc1C)NC1=C(N2)OC(c2cccc(O)c2)C1=O (stereo not given)	2.8	3	1	-3	i	-6	-1	0	-14
Cc1ccc2nc(-c3ccccc3)cc(C(=O)Nc3cccnc3)c2c1	-0.9	-6	2	-3	i	0	6	-1	-46
CC1CCCN(C(=O)Cn2nnc(-c3cccnc3)n2)C1 (stereo not given)	-0.5	-4	2	2	i	-14	-8	-5	11
CC(NC(=O)c1nn(C)c(=O)c2ccccc12)c1ccccc1 (stereo not given)	0.0	-1	2	1	i	-3	-7	-5	14
CCN1CCN(c2ccc(N=Cc3ccccc3O)cc2)CC1	-0.4	4	0	3	i	-1	-1	1	-2
NC(=O)CSc1nnc(-c2ccco2)n1-c1ccccc1	0.9	1	4	-4	i	0	-3	0	11
Cc1ccc(OCCC(=O)OCC(=O)Nc2ccc(Cl)cn2)cc1	-0.2	-5	-3	0	i	0	2	0	2
CCC1CCCCN1S(=O)(=O)c1c(C)n(C)c(=O)n(C)c1=O (stereo not given)	-0.6	-5	1	1	i	-3	-8	0	8
CCN(C(=O)CSc1nnc(-c2ccccc2OC)n1N)c1c(N)n(Cc2ccccc2)c(=O)[nH]c1=O	-0.8	3	0	3	i	-4	-4	7	15
Cn1c(=O)oc2cc(S(=O)(=O)N3CCCC(C(=O)Nc4ccccn4)C3)ccc21 (stereo not given)	0.7	-8	0	4	i	-2	-1	3	14
Cc1ccccc1NC(=O)C(C)OC(=O)C1CC(=O)N(Cc2ccco2)C1 (stereo not given)	-1.2	8	0	-2	i	-2	-8	3	-20
COc1ccc(CNC(=O)CC(NC(N)=O)c2ccccc2Cl)cc1OC (stereo not given)	-2.1	12	2	-1	i	0	-6	4	-1
O=C(c1cc2ccccc2oc1=O)N(Cc1ccco1)CC1CCCO1 (stereo not given)	1.3	5	0	-2	i	-5	-4	-5	-13
CC[C@]1(C(=O)OC)[C@H]2C(=O)N(Cc3ccccc3)C(=O)[C@H]2[C@H]2CN=C(SCc3ccc(Cl)cc3)N21	.	-1	-4	-6	i	-3	27	-1	8
COC(=O)c1cc(NC(=O)Cn2nc(C)n3cccc3c2=O)cc(C(=O)OC)c1	0.5	0	-3	3	i	0	-6	-5	-3
Cc1cc(C)n(-c2ccc3cccc(NS(C)(=O)=O)c3n2)n1	-0.1	5	1	-2	i	-7	-1	-9	6
COc1cccc(NC(=O)CN(C)C(C)C(=O)NC(=O)NC2CCCCC2)c1 (stereo not given)	-0.8	0	2	-6	i	-1	-3	0	-4
CC1CN(CC(O)COc2ccc(C#N)cc2)CCN1CC(O)COc1ccc(C#N)cc1 (stereo not given)	-0.5	-2	1	2	i	1	3	1	14
O=C(COc1ccc(-c2nnco2)cc1)Nc1cc([N+](=O)[O-])ccc1F	-0.2	-3	0	6	i	-3	27	2	13
CC(=O)Nc1ccc(S(=O)(=O)c2ccc([N+](=O)[O-])cc2)cc1	0.5	13	1	0	i	0	1	3	3
N=c1sccn1CC(=O)NCc1ccc(Cl)cc1Cl	-1.2	0	0	3	i	2	-17	0	-8
CCOC(=O)NC(=O)/C(N=Nc1ccc(C(F)(F)F)cc1)=C(\C)O	-0.7	-4	2	2	i	-1	-2	8	3
Cc1cc(Nc2ccc(F)cc2Cl)n2nc(C)nc2n1	-1.3	-6	0	-4	i	-2	-3	2	3
O=C(CN1CCN(S(=O)(=O)c2ccc(Cl)cc2)CC1)NCC1(N2CCOCC2)CCCCC1	1.4	-3	-1	1	i	2	9	-3	11
CC(=O)Nc1cccc(C(=O)Nc2cc(C(F)(F)F)ccc2-n2cncn2)c1	0.5	-23	-4	7	i	1	4	-1	-40
COc1cc(OC)cc(C(=O)NNC(=O)Cc2ccc(OC)c(S(=O)(=O)N3CCOCC3)c2)c1	0.8	2	3	0	i	-5	-3	5	8
CCn1cc([N+](=O)[O-])c(C(=O)N2N=C3/C(=C/c4cccs4)CCCC3C2c2cccs2)n1 (stereo not given)	4.2	8	1	0	i	-2	47	-4	-4
CCOc1ccc(NC(=O)Nc2cnccn2)cc1	2.3	-5	-3	1	i	-3	-10	3	10
c1ccc(-n2nnnc2OCCOc2nnnn2-c2ccccc2)cc1	1.6	-5	0	4	i	-3	2	-4	9
O=C(COc1ccc([N+](=O)[O-])cc1)N(C1CCCCC1)C1CCS(=O)(=O)C1 (stereo not given)	0.2	12	0	-2	i	-9	10	-4	-39
Nc1ccc(Cl)c(S(=O)(=O)Nc2ccc(Cl)cc2)c1	0.5	-6	-2	3	i	-3	0	-1	0
C[C@H]1CN([C@@H](C)CO)S(=O)(=O)c2ccc(C#CC(C)(C)O)cc2O[C@H]1CN(C)Cc1ccccc1	-0.1	-6	2	-4	i	-2	-4	-1	14
O=C(/C=C/c1ccccc1)N1CCOCC1	0.3	-2	0	2	i	-1	-4	0	9
COc1ccc(C(=O)N/C(=C/c2cccnc2)C(=O)N2CCCCCC2)cc1OC	1.0	-1	2	1	i	-11	-6	-4	-2

Single values from the entries so far:
Under MT1-MMP act inh, Cn1nnnc1SCC(=O)Nc1ccc(Cl)c(S(=O)(=O)N2CCOCC2)c1 shows 1
Under E coli Lon inh, Cc1nn(CC(=O)NCCN2CCCCCC2)c(=O)c2nn(-c3ccccc3)c(C)c12 shows -6
Under MT1-MMP act inh, Cc1ccccc1NC(=O)C(C)OC(=O)C1CC(=O)N(Cc2ccco2)C1 (stereo not given) shows 3
Under Rin1-Abl PPI inh, O=c1c(-c2ccco2)[n+]([O-])c2ccccc2n1OCc1ccccn1 shows -1
Under Rin1-Abl PPI inh, N=c1sccn1CC(=O)NCc1ccc(Cl)cc1Cl shows 0

Bioassay records: PubChem, several laboratories

Compounds were not picked by outcome; any-hit rate near 3.7%.
